Screening data as filed in PubChem.
Efflux pump mplx = blocks antifungal efflux pumps in multiplex yeast assay; AID 485275; hit rate 0.44% among 330,000; inhibition, % at 10 µM; S. cerevisiae Candida pump triplex, Nile Red efflux;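 active = plate passing quality check with inhibition over a set limit, or well fluorescence over plate mean plus 4 SD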;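 note: Nile Red retained in pooled yeast measured as flow cytometry median fluorescence; 0% = buffer negative control and 100% = Enniatin B positive control; higher means more Nile Red kept so more efflux inhibition; some compounds called inactive have numbers as strong as hits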
TPT1 inhibitor = C. albicans TPT1 enzyme inhibition; recombinant caTPT1, FP RNA substrate dephosphorylation; inhibition, % at 5 µM; hit rate 0.81% among 300,000; AID 1962;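 active = inhibition above the mean of all tested compounds plus 3 SD, set per screening campaign, cut at about 24% in these data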;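 note: plate controls were DMSO alone for no effect and ferristatin control at 100 nM for full effect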
PP1 inh = blocks human PP1-alpha phosphatase, a PP5 counter-screen; P62136; purified PP1alpha, OMFP fluorescence; inhibition, % at 6.7 µM; hit rate 0.9% among 320,000; AID 2235;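 active = inhibition above the mean inhibition of all tested compounds plus 3 SD, computed separately for each screening campaign, cut at about 15% in these data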
PP5 primary = blocks human protein phosphatase 5 activity; AID 1987; purified PP5c, OMFP substrate fluorescence; inhibition, % at 6.7 µM; hit rate 0.18% among 320,000; P53041;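 active = inhibition above the campaign's mean inhibition across all tested compounds plus 3 SD, cut at about 9.5% in these data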;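 note: 0% = DMSO only and 100% = 100 µM cantharidin control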
Target sequence (P53041 whole entry, looked up): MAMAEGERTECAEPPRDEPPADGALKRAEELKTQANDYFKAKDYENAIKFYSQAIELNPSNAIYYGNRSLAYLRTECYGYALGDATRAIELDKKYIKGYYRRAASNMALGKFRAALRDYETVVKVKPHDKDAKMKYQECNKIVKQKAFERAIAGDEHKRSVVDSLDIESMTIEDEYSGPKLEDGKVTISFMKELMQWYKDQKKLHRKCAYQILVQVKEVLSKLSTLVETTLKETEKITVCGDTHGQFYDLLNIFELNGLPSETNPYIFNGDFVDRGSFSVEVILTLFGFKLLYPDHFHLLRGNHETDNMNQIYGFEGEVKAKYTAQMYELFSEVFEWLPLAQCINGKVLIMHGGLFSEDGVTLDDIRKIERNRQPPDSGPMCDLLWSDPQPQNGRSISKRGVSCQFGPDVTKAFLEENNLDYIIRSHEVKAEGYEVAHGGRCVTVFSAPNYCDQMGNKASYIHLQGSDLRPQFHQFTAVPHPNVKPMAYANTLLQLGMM
core dimer inh = blocks dimerization of HCV core protein. TR-FRET GST/Flag-core106 dimerization, 1536-well. inhibition, % at 5 µM. hit rate 0.33% among 300,000;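 active = inhibition above the mean of all tested compounds plus 3 SD, set per screening campaign, cut at about 45% in these data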
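System – GST-tagged and Flag-tagged HCV core protein residues 1-106 · Repeats – one well for each compound · Technique – TR-FRET 671 and 617 nm emission · Doses – one concentration, 5 µM, in 0.5% DMSO · Times – 4 h, 22.5 °C incubation · Also added – Eu donor and XL665 acceptor anti-tag antibodies · Measure – percent inhibition of core106 dimerization signal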
proCasp7 act = activates human procaspase-7, counter-screen for procaspase-3 activators; AID 463210; activation, % at 8.5 µM; recombinant procaspase-7, Ac-DEVD-pNA absorbance 405 nm; D23A/D198A/D206A triple mutant, cannot self-cleave; scale: DMSO 0, 5 µM enzyme 100; hit rate 0.093% among 330,000;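 active = percent activation above the screen-wide mean plus 3 SD, cut at about 25% in these data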
Target sequence (P55210 whole entry D23A/D198A/D206A): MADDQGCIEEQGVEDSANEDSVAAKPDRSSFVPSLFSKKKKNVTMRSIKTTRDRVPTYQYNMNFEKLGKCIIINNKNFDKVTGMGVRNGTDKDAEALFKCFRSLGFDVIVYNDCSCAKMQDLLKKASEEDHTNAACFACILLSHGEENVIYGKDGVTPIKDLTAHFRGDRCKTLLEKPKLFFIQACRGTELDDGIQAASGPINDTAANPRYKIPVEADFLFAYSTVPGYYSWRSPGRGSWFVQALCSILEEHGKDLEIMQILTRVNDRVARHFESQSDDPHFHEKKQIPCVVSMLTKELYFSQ
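Test system: Procaspase-7 triple mutant (PC-7 D3A). Also added: Ac-DEVD-pNA substrate, 400 µM as added. Schedule: 1 h enzyme–compound preincubation and 2 h substrate reaction, both 25 °C. Signal: p-Nitroaniline absorbance at 405 nm, read at 0 and 120 min. Control set: low DMSO alone, high DMSO plus 5 µM PC-7.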
GASC-1 inh = inhibitors of human GASC-1 (JMJD2C) demethylase; GST-JMJD2C(1-420) H3K9me3 demethylation, DELFIA europium; hit rate 0.069% among 330,000; inhibition, % at 2.35 µM; AID 2099; Q9H3R0;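 active = more than half of a compound's replicate wells show inhibition beyond 50%, single wells judged on their own value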;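 note: signal counts dimethyl H3K9 product captured on neutravidin plate; 0% = median of DMSO wells and 100% = 0.3 times that DMSO median; strong numbers were not always called active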
CTSL1 counter = cathepsin L1 inhibition, PFM18AAP counter-screen; hit rate 0.49% among 300,000; inhibition, % at 5.96 µM; recombinant F. hepatica cathepsin L1, Z-Leu-Arg-MCA fluorescence; AID 1906;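 active = inhibition above the mean of all tested compounds plus 3 SD, set per screening campaign, cut at about 17% in these data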;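 note: 0% = plate median of test compound wells and 100% = 1 µM Z-Phe-Ala-diazomethylketone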
procasp3 activ = activators of human procaspase-3; P42574; recombinant procaspase-3 D3A, Ac-DEVD-pNA absorbance 405 nm; activation, % at 8.5 µM; hit rate 0.11% among 330,000;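 active = activation above the mean of all tested compounds plus 3 SD, cut at about 21% in these data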;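 note: 0% = DMSO alone and 100% = DMSO wells spiked with extra 5 µM PC-3 D3A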
Target sequence (P42574 whole entry D9A/D28A/D175A): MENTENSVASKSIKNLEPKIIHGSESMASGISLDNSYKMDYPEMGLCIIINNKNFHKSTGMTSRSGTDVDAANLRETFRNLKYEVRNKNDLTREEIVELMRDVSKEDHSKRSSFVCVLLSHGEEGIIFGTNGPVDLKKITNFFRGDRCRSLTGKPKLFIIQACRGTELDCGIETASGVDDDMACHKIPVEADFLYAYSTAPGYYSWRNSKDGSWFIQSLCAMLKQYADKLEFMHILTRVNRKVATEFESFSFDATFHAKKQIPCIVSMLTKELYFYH
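Assay system: Autoprocessing-dead procaspase-3 D3A mutant enzyme; also added: Ac-DEVD-pNA; doses: one concentration, 8.5 µM nominal, 0.8% DMSO; times: 1 h compound preincubation, 2 h substrate hydrolysis at 25 °C; technique: 405 nm absorbance of p-nitroaniline, reads at 0 and 120 min; measure: % activation between DMSO and enzyme-spiked controls; repeats: single replicate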
* marks the source's active call; other numbers are inactive results; · = no result given.

SMILES	Efflux pump mplx	TPT1 inhibitor	PP1 inh	PP5 primary	core dimer inh	proCasp7 act	GASC-1 inh	CTSL1 counter	procasp3 activ
COc1cc(/C=C(\C#N)C(=O)Nc2cccc3ncccc23)cc(OC)c1OC	3.4*	5	3	1.6	-3	-9	22	-7	-10
COc1ccc(S(N)(=O)=O)cc1C(=O)OCCCC(=O)c1ccccc1	-0.1	·	3	0.0	·	-12	19	·	11
COc1ccc(NC(=O)CS(=O)CC(=O)Nc2ccc(F)cc2F)cc1 (stereo not given)	-0.1	-2	-1	1.5	-7	-3	-11	-5	2
Cc1ccc(S(=O)(=O)Nc2ccc(NC(=O)/C=C/C(=O)O)cc2)cc1	-0.1	0	-4	-2.5	-3	-3	-2	-3	8
CC(C)(CO)Nc1ncnc2onc(-c3ccc(F)cc3)c12	0.0	2	-3	-1.2	6	3	-3	-3	5
CC(C)(CNC(=O)CNC(=O)C1CCCCC1)N1CCOCC1	0.1	·	1	0.9	·	-4	-25	·	-3
Cc1ccccc1CC1(CO)CCCN(C(=O)CCCN2CCCCC2=O)C1 (stereo not given)	-0.1	-3	1	-2.4	-10	6	3	-8	-4
COc1ccc(/C=C/C(=O)NC(C)CCc2ccccc2)cc1OC (stereo not given)	0.0	-3	-1	2.1	2	-3	2	1	7
CCOc1ccc(/C(C)=N/NC(=O)C(OC)c2ccccc2)cc1 (stereo not given)	0.1	0	6	-1.8	-2	-2	3	-1	2
CCCNC(=O)CCc1c(C)nc2nc(C)nn2c1C	-0.1	-2	-4	-2.3	2	0	0	-6	4
COC(=O)c1c(NC(=O)CN2CCN(c3ncccn3)CC2)sc(C(N)=O)c1C	0.3	3	0	0.7	-1	8	2	-4	10
Cc1ccc(C(C[N+](=O)[O-])n2nc(C)cc2C)cc1 (stereo not given)	0.2	2	1	3.5	18	1	4	-2	-6
Cc1nnc(NC(=O)CSc2nnc(CNC(=O)c3ccccc3)o2)s1	0.0	-1	-1	2.5	0	-7	-6	3	-3
CCOC(=O)c1c(NS(=O)(=O)Cc2ccccc2)sc2c1CCCC2	0.0	-3	2	-1.6	5	-11	-7	0	-7
CCOC(=O)C1CCCN(C(=O)CCCn2nc(C)n3c(cc4sccc43)c2=O)C1 (stereo not given)	0.0	-4	0	1.3	11	4	12	1	9
O=C(O)c1ccc(C2SCC(=O)N2Cc2ccccc2)cc1 (stereo not given)	-0.1	1	-2	0.5	0	8	1	2	-1
COc1cc(C(=O)Nc2nc(-c3cccs3)cs2)cc(OC)c1OC	0.0	-2	1	2.9	-8	0	145	3	7
CC1CN(CCCOc2ccccc2[N+](=O)[O-])CC(C)O1 (stereo not given)	0.1	3	1	4.2	-2	4	3	0	5
CCN(CC(=O)NCc1cccs1)C(=O)c1ccc(NS(=O)(=O)c2cccc([N+](=O)[O-])c2)cc1	0.2	-2	-2	-1.8	-4	10	3	0	-1
CCCCCc1ccc(-c2cn(Cc3ccc(C)cc3)nn2)cc1	-0.1	2	1	2.7	-2	-5	8	3	-3
C(=N\Nc1nccc(-c2cccnc2)n1)/c1ccccc1	0.0	-5	2	-1.3	3	10	8	0	0
C=CCn1c(SCc2cc(=O)n3ccsc3n2)nc2ccccc2c1=O	0.5*	-2	1	-4.2	4	-14	-5	-2	0
O=C(CN(C(=O)CCC(=O)Nc1ccccn1)c1ccc2c(c1)OCO2)NCc1ccc(F)cc1	-0.2	0	0	2.2	8	6	14	-2	2
Cc1ccccc1C(=O)c1c[nH]c(C(=O)N=CN(C)C)c1	0.0	-4	-5	-0.2	-2	3	-2	3	12
Cc1nc(Cl)c(C(=O)NC(=O)Nc2cccc(C(F)(F)F)c2)c(C)c1[N+](=O)[O-]	-0.1	-3	6	4.9	3	10	-1	2	-3
O=C(Oc1ccc(F)cc1)c1ccc2c(=O)n3c(nc2c1)CCC3	0.1	3	0	-1.3	3	1	-54	-1	-6
CCOC(=O)C1=C(N)OC2=C(C(=O)CC(C)C2)C1c1cccnc1 (stereo not given)	0.1	-4	-4	3.4	3	-9	1	-2	-3
O=C(OCc1ccccc1F)c1cnc(Cl)c(Cl)c1	-0.4	-5	-1	-0.7	11	-1	3	1	0
CC1Sc2ccc(S(=O)(=O)NCc3ccccc3)cc2NC1=O (stereo not given)	-0.2	-3	-3	0.6	2	0	2	3	-2
COc1ccc(CCNS(=O)(=O)c2ccccc2)cc1OC	0.0	-6	-3	1.6	-3	8	18	-4	8
COC(=O)c1ccc2c(c1)C(C)(C)C(/C=C/c1ccc(O)cc1)=[N+]2C	0.4	20	17*	6.6	5	-12	3	-5	-14
CCCCn1c(CNC(=O)C(C)(C)C)nc2ccccc21	-0.1	0	-1	-0.4	-1	0	-19	-2	9
Cc1ccc(S(=O)(=O)NC(CC(C)C)C(=O)NCc2ccco2)cc1 (stereo not given)	-0.1	-3	-7	-3.9	-2	5	6	13	2
CC(CC(=O)Nc1ccc(S(=O)(=O)N2CCOCC2)cc1)c1ccccc1 (stereo not given)	0.0	-3	2	2.6	-2	6	-7	4	0
COc1ccc(C)cc1NC(=O)COCC(=O)O	0.1	5	-1	0.8	4	3	-4	2	0
COc1cc(NC(=S)NC(=O)CCc2ccccc2)cc(OC)c1	0.3	-3	5	4.3	3	-6	-3	3	9
Cc1onc(-c2ccccc2)c1C(=O)N1CCN(CCc2ccccc2)CC1	0.0	1	-3	0.6	2	6	7	3	12
CC(c1ccccc1)C1CC(=O)N(C2CCCCC2)C1=O (stereo not given)	0.1	1	0	4.1	2	8	11	-4	-3
CCc1nnc(NC(=O)CS(=O)(=O)c2ccccc2)s1	-0.1	-4	-6	-12	-16	11	17	11	-11
COc1ccc(C2=CC(c3cccc(OC)c3)n3nnnc3N2)cc1 (stereo not given)	-0.2	-12	-1	1.9	-2	2	0	0	-4
COc1cccc(C(C(=O)NC2CCCCC2)N(CC2CCCO2)C(=O)CNC(=O)c2ccco2)c1 (stereo not given)	0.0	3	-3	0.7	1	-1	-1	0	5
Cc1cccc(C)c1NC(=O)CNC(=O)C(NC(=O)c1ccc(C(C)(C)C)cc1)C(C)C (stereo not given)	0.2	-1	-2	3.6	1	-2	6	1	5
CCN(CC)CCNC(=O)c1ccc(Cl)c(S(=O)(=O)Nc2ccc(Cl)cc2)c1	-0.1	-2	1	0.9	-3	-1	-2	-5	-6
COC(=O)c1ccc(NC(=S)NCCc2ccc(OC)cc2)cc1	0.3	-2	-4	2.0	-2	2	7	-1	-2
COCCCNC(=O)c1ccc2c(=O)n(CC3CCCO3)c(=S)[nH]c2c1 (stereo not given)	0.0	-4	-2	-1.1	-1	5	-3	0	-1
COc1cc(N2C(=O)c3ccccc3C2=O)c(Cl)cc1C(=O)OCC(=O)N(C)C	-0.1	5	-3	0.6	-4	3	13	3	-9
C/C(N)=C(/C#N)C(=O)COC(=O)c1cccc(C)c1O	0.0	-1	-2	1.7	8	14	0	-2	0
Cc1nn(CC(=O)Nc2ccccn2)c(C)c1[N+](=O)[O-]	0.1	-4	2	1.8	-13	-1	47	-3	9
O=C(O)CCN1C(=O)CC(N2C(=O)/C(=C/c3ccc(Cl)cc3)SC2=S)C1=O (stereo not given)	0.0	3	2	-3.0	14	-20	-5	-1	-20
Cc1nn(Cc2noc(C(=O)NCc3ccc(F)cc3)n2)c(C)c1Br	0.1	3	-2	-0.2	-2	5	-15	2	7
Oc1c(Br)cc(C2N=C(c3ccccc3Cl)NO2)cc1Br (stereo not given)	-0.1	-2	2	-1.9	-4	-11	2	-3	-3
O=C(COc1ccc(Cl)cc1)Nc1ccc(Cc2ccncc2)cc1	0.1	-1	3	4.9	-13	-6	-7	15	-1
Cc1ccc(-n2c(=O)c3sccc3n(CC(=O)NCc3ccco3)c2=O)cc1F	-0.1	-2	-3	2.2	-3	7	2	-6	-2
Cc1cc(-c2ccccc2)nc(N/N=C/c2ccccc2F)n1	-0.1	2	-4	-6.2	8	6	1	11	-6
Cc1ccc(N2NC3(CCN(C(N)=O)CC3)NC2=O)cc1	-0.2	-7	2	0.3	1	-1	34	-3	-7
O=C(CCc1ccccc1)Nc1nn[nH]n1	0.0	0	1	-2.6	-3	5	-20	0	7
S=C(NCCCCNC(=S)NCc1ccccc1)NCc1ccccc1	-0.3	-1	0	1.6	2	-8	3	7	10
O=C1CC(c2ccco2)=Nc2ccccc2N1	0.0	-3	-2	0.9	2	3	4	2	-5
O=S(=O)(NCCc1ccccc1)c1ccccc1	0.2	5	0	1.6	-7	6	-16	-2	12
COc1ccc(C(=O)N2CCc3ccccc32)cc1	-0.1	1	1	0.1	-12	0	-2	5	0

Reprinted from the part before: 4 compounds, followed by the next part.
SMILES	Efflux pump mplx	TPT1 inhibitor	PP1 inh	PP5 primary	core dimer inh	proCasp7 act	GASC-1 inh	CTSL1 counter	procasp3 activ
S=C(NCCCCNC(=S)NCc1ccccc1)NCc1ccccc1	-0.3	-1	0	1.6	2	-8	3	7	10
O=C1CC(c2ccco2)=Nc2ccccc2N1	0.0	-3	-2	0.9	2	3	4	2	-5
O=S(=O)(NCCc1ccccc1)c1ccccc1	0.2	5	0	1.6	-7	6	-16	-2	12
COc1ccc(C(=O)N2CCc3ccccc32)cc1	-0.1	1	1	0.1	-12	0	-2	5	0
CCCCNS(=O)(=O)c1ccc2nc(-c3cccnc3)cc(C(=O)NC3CC3)c2c1	0.2	-2	2	0.4	1	12	-3	1	0
O=C(COC(=O)CNC(=O)c1ccccc1)Nc1ccc(Cl)cn1	-0.2	·	·	·	·	-5	5	·	6
Cc1ccc(C(=O)NC(C(=O)OCc2cn3cc(Cl)ccc3n2)C(C)C)cc1 (stereo not given)	0.1	·	0	0.5	·	-2	16	·	3
CC1(C)CC(c2nc(-c3ccccc3)cs2)CCS1 (stereo not given)	-0.1	3	3	3.4	-65	5	11	1	14
CC1(C)Cc2c(sc(NC(=O)c3ccc(S(=O)(=O)N4CCCCCC4)cc3)c2C(N)=O)C(C)(C)N1	-0.5	-2	7	2.1	-3	-3	8	-9	7
CCCCNC(=O)c1cn(CC)c2ccc(S(=O)(=O)N3CCCC3)cc2c1=O	-0.1	1	-5	-0.4	-4	7	-11	1	1
CCOc1ccc(CCNC(=O)C2CCCN2C(=O)OCc2ccccc2)cc1OCC (stereo not given)	0.2	1	1	-0.3	5	-8	7	-2	-2
Cc1cccc(NC(=O)C2CCN(S(=O)(=O)c3ccc4c(c3)OCCCO4)CC2)n1	-0.1	4	-6	1.8	-11	5	-7	5	8
